Screening data deposited in PubChem by several laboratories.
GPR35 arrestin U2OS – GPR35 antagonists blocking zaprinast-driven arrestin recruitment, primary screen, imaging, U2OS, beta-arrestin-GFP, zaprinast agonist (AID 2058). one-dose inhibition, % at 10 µM; IC50 in µM for titrated hits. U2OS GPR35 beta-arrestin-GFP translocation imaging, zaprinast antagonism; higher % means a stronger effect. 290,000 tested, 0.052% active;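 active = inhibition of at least 50% with at least 30 cells and total cytoplasm GFP at most 10,000,000; inconclusive = under 30 cells or total GFP of 10,000,000 plus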
GPR55 antagonists – inhibition of LPI-stimulated GPR55 beta-arrestin translocation – imaging, U2OS, beta-arrestin-GFP, LPI agonist, primary screen (AID 2013); U2OS GPR55 beta-arrestin-GFP translocation imaging, LPI antagonism; higher % means a stronger effect; inhibition, % at 10 µM; hits with a dose series show IC50 in µM; 290,000 tested, 0.13% active;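 active = spots per cell inhibited over 60%, with over 100 cells counted and total cytoplasm intensity under 500,000; inconclusive = wells with under 100 cells, flagged as likely toxic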;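 also: U2OS cells stably carrying GPR55 and arrestin-GFP stimulated by 5 µM LPI near EC80; imaged beta-arrestin-GFP aggregate spots per cell after agonist stimulation; plate controls were LPI-stimulated DMSO wells for no effect and DMSO wells without LPI for full effect; some results filed as inactive read as strong as hits; confirmed hits need IC50 under 10 µM and bright autofluorescent wells are also inconclusive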
LYP phosphatase – PTPN22 lymphoid phosphatase activity blockers – biochemical, fluorescence intensity, uHTS (AID 1779); recombinant LYP phosphatase, fluorescence intensity; higher % means a stronger effect; one-dose inhibition, % at 11.5 µM; IC50 in µM for titrated hits; 290,000 tested, 0.054% active; in the data active = inhibition above about 50%;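 also: plate controls were vehicle with enzyme for no effect and no enzyme for full effect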
HIV fusion peptide – cell-free HIV fusion peptide-binding blockers – biochemical, uHTS, fluorescence dequenching, primary screen (AID 1986) | cell-free peptide binding, fluorescence dequenching, 30 min; higher % means a stronger effect | inhibition, % at 20 µM; hits with a dose series show IC50 in µM | 290,000 tested, 0.3% active; in the data active = inhibition mostly above about 52%, no sharp cut-off; inactive = mostly below about 76%; also: some results filed as inactive read as strong as hits
PhoP inhibition – PhoP-dependent GFP reporter repression – Salmonella Typhimurium, primary screen (AID 1863). S. Typhimurium PhoP-regulated promoter GFP reporter, 4 h; higher % means a stronger effect. 300,000 tested, 0.16% active. inhibition, % at 50 µM; hits with a dose series show IC50 in µM;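 active = inhibition over 29.93%, a cutoff 3 SD above the screen mean, later confirmed by dose response; inconclusive = inhibition over 29.93% but no dose response follow-up; inactive = inhibition at most 29.93% or unconfirmed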;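 also: 0% = low Mg2+ inducing control and 100% = high Mg2+ repressing control; strong numbers were not always called active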
MgcRacGAP inhibition – MgcRacGAP GTPase-activating activity inhibitors, confirmation, biochemical, ADP Hunter fluorescence; MgcRacGAP-stimulated Rac1 GTP hydrolysis, ADP Hunter fluorescence; higher % means a stronger effect; GST-tagged Rac1 F28L mutant substrate; inhibition, % at 30 µM; hits with a dose series show IC50 in µM; 340,000 tested, 0.6% active; AID 624330;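 active = first-screen hits whose inhibition reached a set limit at any dose in the follow-up dose series; inconclusive = inhibition above the set first-screen limit but never retested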;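 also: fluorescence reports GDP produced by GAP-driven GTP hydrolysis; strong numbers were not always called active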
SIAH1 antagonists – blockers of Siah-1 interaction with plectin peptide – biochemical, fluorescence polarization, rhodamine-plectin, uHTS, primary screen (AID 1817); Siah-1 / rhodamine-plectin peptide fluorescence polarization; higher % means a stronger effect; one-dose displacement, % at 20 µM; IC50 in µM for titrated hits; 290,000 tested, 0.02% active;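 active = displacement of at least 50% at 20 µM, with a fluorescence ratio check between 0.3 and a set limit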;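 also: plate controls were Siah plus tracer with DMSO for no effect and tracer alone without Siah for full effect; strong numbers were not always called active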
NTR1 agonist – agonists of NTR1, primary screen, imaging, U2OS cells, beta-arrestin-GFP, high content (AID 493036); P30989; NTR1-U2OS beta-arrestin-GFP spot imaging, agonist mode; activation, % at 20 µM; 330,000 tested, 0.17% active;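 active = activation at or above 40% of the spot to cytoplasm intensity ratio, with at least 20 cells analyzed; inconclusive = wells under 20 cells, flagged as cytotoxic or low count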;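 also: 0% = DMSO without peptide and 100% = 100 nM NTR1 peptide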
Target sequence (P30989 whole entry, looked up): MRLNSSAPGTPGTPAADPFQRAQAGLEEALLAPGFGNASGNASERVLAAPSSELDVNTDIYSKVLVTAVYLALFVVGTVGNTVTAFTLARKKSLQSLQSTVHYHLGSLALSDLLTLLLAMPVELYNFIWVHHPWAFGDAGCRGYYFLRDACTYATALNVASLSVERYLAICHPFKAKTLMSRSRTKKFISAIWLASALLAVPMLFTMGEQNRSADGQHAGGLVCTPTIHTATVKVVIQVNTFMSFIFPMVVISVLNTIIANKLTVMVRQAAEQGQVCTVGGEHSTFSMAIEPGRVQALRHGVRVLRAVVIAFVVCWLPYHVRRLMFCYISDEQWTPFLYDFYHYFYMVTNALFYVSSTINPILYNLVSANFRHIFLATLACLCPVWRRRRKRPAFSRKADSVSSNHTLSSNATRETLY
Myeloid diff 2 – promotes myeloid progenitor differentiation; AID 624256; calls only at 10 µM; ER-HoxA9 myeloid progenitors, lysozyme-GFP differentiation, flow cytometry; 360,000 tested, 1% active;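 active = normalized GFP-positive differentiation at or above the plate's own cutoff, the solvent-only control mean plus 3 SD; inconclusive = no clear call, values can overlap the other calls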;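 also: cells exposed to compound for four days before flow analysis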
NTR1 agonist cell count 20 µM – recorded beside NTR1 agonist, whose call it bears; cell count; measured here: cell count, cytotoxicity flag
Myeloid diff 2 GFP+ MAC1+ % – further read-out of Myeloid diff 2, marked with its call; GFP+ MAC1+ double positive, %; measured here: differentiation confirmed by MAC1 staining
* hit, by the source's call; i = inactive; ? = inconclusive; · = not tested or not shown; + = active, no number.

SMILES	GPR35 arrestin U2OS	GPR55 antagonists	LYP phosphatase	HIV fusion peptide	PhoP inhibition	MgcRacGAP inhibition	SIAH1 antagonists	NTR1 agonist	NTR1 agonist cell count 20 µM	Myeloid diff 2	Myeloid diff 2 GFP+ MAC1+ %
CC(=O)Nc1ccc(Sc2ccccc2C(=O)O)c(C(=O)O)c1	5%	0%	-10%	-0.6%	-13%	-5%	8%	0.5	39	i	1.2
CC(C)(C)NC(=O)CN(Cc1ccco1)C(=O)CCC(=O)Nc1nccs1	-7%	1%	-10%	0.8%	4%	6%	-2%	-1.1	53	?	·
COc1ccccc1NC(=O)/C=C/c1ccc2c(c1)OCO2	8%	5%	-2%	2.3%	-3%	3%	-2%	3.3	32	i	0.8
CC(=O)c1ccc(N2CCN(C(=O)C(=O)c3c(C)[nH]c4ccccc34)CC2)cc1	11%	?	-2%	1.7%	-3%	9%	2%	1.1	62	i	1.5
CC(=O)Nc1nonc1NC(=O)c1ccc(C(C)(C)C)cc1	25%	14%	-4%	-0.1%	4%	8%	2%	0.3	82	i	1.4
Cc1cc(S(=O)(=O)Nc2ccc(C(=O)NCCCN3CCCC3=O)cc2)ccc1F	·	·	·	·	-3%	4%	·	-1.2	59	i	0.8
COCCNC(=S)N1CCN(Cc2cccc(OC)c2)CC1	-9%	-4%	-1%	2.9%	-7%	6%	2%	0.9	48	i	0.2
O=C1[C@H]2[C@H](ON3CCCC[C@H]23)C(=O)N1c1ccc(Cl)cc1	-4%	4%	-5%	1.4%	-12%	4%	1%	0.5	39	i	0.2
O=C(CSc1nnc(COc2ccccc2)o1)N1CCOCC1	-1%	12%	-9%	0.6%	-11%	-7%	5%	0.9	58	i	0.7
COc1ccc(S(=O)(=O)N2CCCC2)c(C)c1C	20%	-7%	-13%	1.2%	-12%	2%	1%	0.7	77	i	2.3
O=C(c1ccco1)N(CCCN1CCOCC1)c1nc(-c2ccc(F)cc2)cs1	4%	28%	-5%	-1.4%	-4%	6%	-1%	6.4	33	i	16
Cc1ccc(S(=O)(=O)N2CCOCC2)s1	-4%	12%	-9%	0.0%	-3%	8%	4%	0.4	43	i	0.4
CC(C)Cc1nnc(NC(=O)CCc2c[nH]c3ccccc23)s1	8%	14%	0%	0.8%	-9%	8%	6%	6.1	71	i	0.5
COc1cccc(C(=O)NC(=S)Nc2ccccc2N2CCCCC2)c1	9%	10%	-6%	0.4%	7%	-4%	0%	7.2	66	+	2.0*
Cc1cc(=O)oc2cc(OCC(=O)NCCCN3CCCC3=O)ccc12	-15%	1%	-11%	0.7%	6%	6%	0%	0.1	55	i	3.8
CCOC(=O)C1C(=O)C=C(c2cccs2)CC1c1ccccc1 (configuration not stated)	1%	3%	6%	0.1%	16%	-3%	3%	3.9	78	i	0.7
CCOC(=O)c1c(C)nc2c3ccccc3ccn12	-13%	-18%	-7%	-2.1%	6%	8%	3%	4.3	46	i	0.8
NS(=O)(=O)c1ccc(CCNC(=O)C(=O)c2cn(CC(=O)N3CCCC3)c3ccccc23)cc1	-3%	2%	-7%	-2.9%	-8%	6%	9%	0.9	47	i	5.7
O=[N+]([O-])c1ccc(/C=N/N2CCCCC2)cc1	-13%	1%	2%	-1.7%	-5%	11%	-1%	0.2	96	i	0.3
Cc1ccc2cccc(NS(=O)(=O)c3ccccc3)c2n1	-8%	10%	-7%	0.0%	2%	·	-1%	-0.2	69	·	·
O=C1C(=O)N(Cc2ccco2)C(c2cccs2)/C1=C(\O)c1cccc([N+](=O)[O-])c1 (configuration not stated)	34%	-9%	-2%	7.1%	-2%	7%	-3%	1.1	47	i	0.3
COC(=O)Cc1[nH]n(-c2nc3ccccc3s2)c(=O)c1C(C)=Nc1ccc(C)cc1	20%	8%	-5%	4.6%	-1%	7%	14%	0.5	51	i	0.7
Nc1nc(SCC(=O)c2ccc([N+](=O)[O-])cc2)n[nH]1	9%	1%	-5%	-1.5%	-4%	15%	0%	-1.6	53	i	0.3
CC(=O)c1sc(-c2ccccc2Cl)nc1C	4%	10%	-8%	-0.3%	-2%	4%	-4%	-0.6	57	i	0.7
N#C/C(=C\c1ccco1)c1nc2ccccc2s1	-9%	-15%	-15%	146%	-55%	7%	33%	2.3	44	i	0.8
O=C1C2ON(c3ccccc3)C(c3ccccc3F)C2C(=O)N1c1ccccc1 (configuration not stated)	2%	-6%	-1%	9.9%	-4%	2%	-5%	-0.9	54	i	0.5
Cc1ccccc1CC1(CO)CCCN(C(=O)Cc2c(F)ccc(F)c2F)C1 (configuration not stated)	7%	0%	-9%	0.1%	-2%	6%	5%	0.9	65	i	0.5
Oc1ccc(/C=N/NC(=S)Nc2cccnc2)c(O)c1	4%	8%	-6%	2.6%	29%	40µM*	-8%	-1.8	49	i	0.6
O/N=C/c1ccc(OCc2ccccc2F)c(Cl)c1	-11%	12%	0%	-0.3%	-7%	7%	12%	1.2	63	i	1.0
Cn1c(SCc2ccccc2Cl)nc(C(F)(F)F)cc1=O	-10%	0%	10%	3.7%	-9%	8%	-1%	7.1	57	i	3.7
C/C(CC(=O)Nc1ccc(Cl)c(Cl)c1)=N\NC(=O)C(=O)N1CCCCC1	-2%	2%	-4%	-0.5%	-3%	3%	2%	-1.1	49	i	0.4
CCOC(=O)c1ccc(CNC(=O)c2n[nH]c(=O)c3ccccc23)o1	-9%	-1%	-2%	-2.1%	-8%	4%	2%	-0.2	43	i	5.1
CC(C)C[C@H]1CN=C(Nc2ccccc2)N1CC1CCC(C)CC1 (some centres not stated)	-5%	6%	-16%	-0.4%	1%	10%	0%	8.7	86	i	0.3
COc1ccc(-c2cccc(C(=O)Nc3cccc(C(=O)O)c3)c2)cc1	0%	-5%	-7%	13%	-18%	9%	3%	1.4	57	i	1.0
CC(=O)c1c(C)[nH]c(C(=O)Nc2nc(C)cs2)c1C	0%	3%	4%	0.8%	-1%	9%	3%	4.4	69	i	0.4
COc1ccc(-c2cc(C(F)(F)F)n3nc(C(=O)Nc4c(C)n(C)n(-c5ccccc5)c4=O)c(Cl)c3n2)cc1	0%	6%	3%	1.5%	-6%	0%	7%	0.8	31	i	0.6
CCN1CCN(C(c2cccs2)C(C)NS(=O)(=O)c2ccccc2)CC1 (configuration not stated)	-5%	-1%	-3%	-2.1%	6%	8%	18%	0.0	62	i	2.5
O=C(CN1C(=O)/C(=C\c2ccccc2Br)Oc2ccccc21)NCCCN1CCOCC1	17%	1%	-7%	-0.7%	-7%	8%	1%	-0.6	60	i	3.4
CCOc1ccc2oc(C(=O)OC(C(=O)NC(N)=O)C(C)C)c(C)c2c1 (configuration not stated)	5%	-8%	-5%	2.8%	6%	-5%	2%	-0.9	57	i	0.6
Cc1[nH]c2ccc(C(=O)N3CCN(c4ccc(F)cc4)CC3)cc2c1C	1%	10%	0%	0.3%	-4%	-8%	4%	1.7	46	i	0.8
Cc1ccc(SCCC(=O)Nc2ccccc2C(=O)NC2CCCCC2)cc1	3%	-15%	-9%	-1.3%	18%	2%	-6%	4.9	42	i	0.2
Cc1ccc(-c2c[n+](CC(=O)Nc3nc(-c4ccccc4)cs3)c3n2CCC3)cc1	0%	4%	-7%	0.2%	-8%	5%	-2%	0.3	60	i	0.5
COc1ccc(CN2CCNC(=O)C2CC(=O)NCC(C)(C)N2CCOCC2)cc1C (configuration not stated)	-3%	-10%	-5%	0.7%	-10%	7%	-7%	-1.0	53	i	0.0
CC(C)(C)c1ccc(-n2ncc3c2CCCC3NC(=O)C2(C(N)=O)CC2)cc1 (configuration not stated)	-10%	4%	-1%	0.9%	-6%	9%	-1%	5.4	58	?	·
CCC(=O)Oc1cccc(C(=O)Nc2cccc(NC(=O)c3ccco3)c2)c1	-9%	1%	-3%	-1.0%	8%	8%	-6%	-0.7	59	i	2.1
COCCSc1ccccc1C(=O)N1CCOCC1	4%	3%	-5%	-2.3%	3%	10%	-5%	0.3	74	i	0.5
CS(=O)(=O)N1N=C(c2ccco2)CC1c1ccc(Cl)cc1Cl (configuration not stated)	-13%	-2%	-1%	-0.1%	-10%	7%	0%	5.4	40	i	0.4
COc1ccc(NC(=O)CC2COc3ccccc3O2)c(OC)c1 (configuration not stated)	4%	13%	-9%	-1.3%	-8%	2%	-5%	1.4	38	i	0.5
COc1ccccc1-c1cn[nH]c1-c1ccc(OCC(=O)NN)cc1O	8%	3%	-7%	-3.6%	14%	3%	-4%	7.2	79	i	0.3
Cc1nc2ccccc2c(=O)n1NC(=O)c1cncc(Br)c1	20%	10%	-6%	-1.2%	-1%	2%	-1%	0.7	41	i	0.4
Cc1ccccc1NC(=S)N=Nc1c(O)n(C)c2ccc(S(=O)(=O)N3CCOCC3)cc12	1%	13%	5%	-5.7%	-3%	8%	-12%	0.8	46	i	0.3
O=C(CN1CCOCC1)NCCc1ccccc1	17%	4%	-8%	0.5%	5%	13%	6%	0.3	62	i	0.4
COc1ccccc1Nc1cc(C(=O)NC2CCCC2)c2ccccc2n1	-4%	2%	-7%	-0.7%	-3%	8%	-2%	2.5	69	i	0.7
CCN(CC)CCCN1C=C2C(=O)C(C)(OC(=O)CCC(=O)OC)C(=O)C=C2C=C1C1CC1 (configuration not stated)	·	·	·	·	10%	8%	·	-3.2	87	i	1.1
CCc1ccc(-c2csc3ncn(CC(=O)N4CCOCC4)c(=O)c23)cc1	6%	3%	0%	-1.2%	-10%	3%	-1%	1.8	67	i	0.7
CCc1ccc(CCC(=O)Nc2nccs2)o1	9%	2%	-10%	-1.6%	6%	1%	-3%	-0.8	81	i	0.0
Cc1nc(NCCOc2ccccc2)sc1C(=O)Nc1ccccc1	6%	7%	-5%	1.9%	-3%	7%	4%	-0.1	57	i	0.4
COc1ccc(OC)c(/C=C2\N=C(c3ccccc3)OC2=O)c1	-11%	-3%	-11%	61%*	-49%	-1%	12%	-0.5	55	i	0.4
O=C(Nc1ccc(F)c(F)c1)C1=COCCO1	·	·	·	·	-14%	-1%	·	0.8	67	i	0.6
